From PubChem
Rab7 wt modul = modulators of GTP binding to dog Rab7 wildtype GTPase | GST-Rab7 beads, fluorescent GTP binding, flow cytometry; actives lie on both sides; untreated = 100%, excess cold GTP = 0% | GTP binding activity (percent of control), % at 10 µM | 0.055% of 190,000 active;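 active = fluorescent GTP binding to Rab7 beads changed by at least 20 points from the 100% baseline, either direction, mostly lower; inconclusive = compound itself probably fluorescent, or too few beads counted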;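 also: median green fluorescence of bound Bodipy-FL-GTP per Rab7 bead population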
HRas wt GTP bind = modulators of GTP binding to human HRas wildtype; GST-Ras wt beads, Bodipy-FL-GTP binding, flow cytometry; actives lie on both sides; GTP binding activity, % at 10 µM; 0.14% of 190,000 active; AID 759;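 active = GTP binding activity at least 20% away from the 100% baseline, either lowered as inhibitor or raised as activator; inconclusive = flagged as likely green fluorescent, judged across all proteins in the well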;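 also: 0% = unlabeled GTP competition control and 100% = no-compound control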
Avidin fluor = avidin bead compound fluorescence profile; Avidin beads, compound fluorescence 488/530 nm, flow cytometry; hits give high values; fluorescence (KMESF) at 10 µM; 0.38% of 220,000 active; in the data active = fluorescence above about 47; also: inactives centre near 10
Cdc42 wt = human Cdc42 wildtype GTP binding change, either direction. P60953. GST-Cdc42 beads, Bodipy-GTP binding, flow cytometry; actives lie on both sides. percent activity (GTP binding), % at 10 µM. 0.2% of 190,000 active;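 active = percent activity GTP binding at least 20 points away from the 100% baseline, either down as inhibitor or up as activator; inconclusive = compound flagged as likely green fluorescent from well-wide comparison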;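 also: median bead fluorescence of bound Bodipy-FL-GTP at 100 nM; 0% = excess unlabeled GTP control and 100% = no compound control; below 100% means less GTP binding so inhibitor and above means activator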
Rac1 act GTP bind = alters GTP binding to activated mutant human Rac1 | P63000 | GST-Rac1 activated beads, fluorescent GTP binding, flow cytometry; actives lie on both sides; 100% means binding = to untreated wells | percent activity (GTP binding), % at 10 µM | 0.11% of 190,000 active;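 active = GTP binding at least 20 percentage points away from the 100% baseline, in either direction, so actives lie on both sides; inconclusive = Compound likely fluorescent itself, or too few beads counted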
Rac1 wt modul = human Rac1 wildtype GTP binding, inhibitors and activators; GTP binding activity (% of control), % at 10 µM; GST-Rac1 beads, fluorescent GTP binding, flow cytometry; actives lie on both sides; 0 = cold GTP competed, 100 = untreated; 0.27% of 190,000 active; P63000;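 active = GTP binding activity at least 20 points away from the 100% control level, either lower or higher; inconclusive = compound flagged as likely green fluorescent, judged across all proteins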
ABCG2 inh = blocks JC-1 efflux by human ABCG2 transporter. Q9UNQ0. IgMXP3 cells, flow cytometry. inhibition, % at 6.6 µM. 0.1% of 190,000 active;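 active = inhibition above 80%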;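 also: 0% = DMSO and 100% = nicardipine control wells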
Target sequence (Q9UNQ0 whole entry, looked up): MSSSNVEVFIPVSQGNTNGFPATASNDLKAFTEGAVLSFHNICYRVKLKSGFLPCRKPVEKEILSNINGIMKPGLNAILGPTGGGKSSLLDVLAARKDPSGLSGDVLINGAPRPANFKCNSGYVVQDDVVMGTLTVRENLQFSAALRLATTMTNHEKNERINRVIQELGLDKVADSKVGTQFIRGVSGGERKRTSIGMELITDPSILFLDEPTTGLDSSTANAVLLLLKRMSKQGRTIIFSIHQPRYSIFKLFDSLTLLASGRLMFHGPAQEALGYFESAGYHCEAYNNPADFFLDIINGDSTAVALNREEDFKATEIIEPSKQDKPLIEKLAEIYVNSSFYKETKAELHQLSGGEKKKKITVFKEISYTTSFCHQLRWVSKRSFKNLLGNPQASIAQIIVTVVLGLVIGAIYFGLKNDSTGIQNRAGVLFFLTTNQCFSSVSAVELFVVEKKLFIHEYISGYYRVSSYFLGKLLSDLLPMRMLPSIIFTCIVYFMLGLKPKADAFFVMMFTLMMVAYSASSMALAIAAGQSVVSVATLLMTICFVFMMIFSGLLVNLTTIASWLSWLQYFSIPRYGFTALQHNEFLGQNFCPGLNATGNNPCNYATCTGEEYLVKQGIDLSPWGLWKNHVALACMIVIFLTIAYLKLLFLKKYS
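Test system: ABCG2 IgMXP3 and barcoded ABCB1 CCRF-Adr cell mix; Schedule: cells with compound and JC-1, 10 min at 25 °C, rotating, no wash; Technique: flow cytometry of retained JC-1 fluorescence; Measure: % inhibition of efflux relative to nicardipine and DMSO; Controls: nicardipine high and DMSO low controls.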
Rab2 wt GTP = changes GTP binding to wildtype dog Rab2A, up or down; P61105; GST-Rab2 wt beads, Bodipy-GTP binding, flow cytometry; GTP binding activity, % at 10 µM; 0.19% of 190,000 active; AID 760;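 active = GTP binding activity at least 20 points away from 100%, either lowered or raised; inconclusive = signal likely due to the compound's own green fluorescence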;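 also: 0% = beads with excess unlabeled GTP and 100% = no-compound control corrected for plate trend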
ABCB1 inh = blocks JC-1 efflux by human ABCB1 transporter; P08183; CCRF-Adr cells, flow cytometry; inhibition, % at 6.6 µM; 0.067% of 190,000 active; in the data active = inhibition above about 40%;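 also: 0% = vehicle and 100% = reference inhibitor; higher value means more JC-1 retained so stronger ABCB1 efflux block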
Pf gamet viab = kills late stage P. falciparum gametocytes; AID 743093; inhibition, % at 10.9 µM; 0.065% of 150,000 active; P. falciparum stage V gametocytes, ATP luminescence, 24 h;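 active = inhibition above the mean plus 3 SD of compounds within the control limits, set per campaign, cut at about 38% in these data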;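 also: 0% = DMSO wells and 100% = medium only without gametocytes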
Mcl1-Noxa inh = disrupts binding of human Mcl-1 to Noxa peptide; Q07820; TR-FRET Mcl-1/Noxa peptide binding, 2 h; inhibition, % at 21.7 µM; 1.5% of 220,000 active; AID 1022;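 active = compounds that cut the protein-peptide binding signal by more than 50% relative to plate controls in a single-dose test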;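 also: His-tagged Mcl-1 with rhodamine Noxa BH3 peptide and terbium anti-His antibody; 0% = Mcl-1 plus Noxa peptide wells and 100% = peptide-only wells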
Target sequence (Q07820 whole entry, looked up): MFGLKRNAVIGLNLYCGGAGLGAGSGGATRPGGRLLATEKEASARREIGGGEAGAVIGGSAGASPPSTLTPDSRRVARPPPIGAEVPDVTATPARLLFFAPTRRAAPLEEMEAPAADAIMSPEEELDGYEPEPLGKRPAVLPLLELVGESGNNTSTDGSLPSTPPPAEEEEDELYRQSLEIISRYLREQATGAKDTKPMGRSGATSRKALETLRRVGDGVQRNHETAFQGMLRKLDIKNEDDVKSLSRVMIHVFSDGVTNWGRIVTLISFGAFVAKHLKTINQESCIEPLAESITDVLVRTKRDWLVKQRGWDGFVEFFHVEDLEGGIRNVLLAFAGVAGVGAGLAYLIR
* hit, by the source's call; ? = inconclusive; nt = no result given; [ ] = remark or other dose.

SMILES	Rab7 wt modul	HRas wt GTP bind	Avidin fluor	Cdc42 wt	Rac1 act GTP bind	Rac1 wt modul	ABCG2 inh	Rab2 wt GTP	ABCB1 inh	Pf gamet viab	Mcl1-Noxa inh
COCCNC(=O)C(=O)NNS(=O)(=O)c1ccc2ccccc2c1	96	91	9	86	89	95	2	90	0.1	-10	19
COc1cnc(-c2ccccn2)nc1Sc1ccc(Cl)cc1	?	?	8	?	?	?	13	?	1.1	0	-11
Cc1cc(C)nc(/N=C(/NC(=O)c2ccccc2)Nc2ccccc2)n1	100	102	7	101	101	106	3	102	0.2	nt	11
CCOC(=O)C1CCCN(C(=O)c2cc3c(-c4cccc(OC)c4)nn(C)c3s2)C1 (stereo unspecified)	104	103	8	102	99	106	11	100	7.9	10	15
O=C(CCCCn1c(=O)c2ccccc2n(CC(=O)NC2CCCC2)c1=O)NCc1ccco1	99	100	6	101	99	101	1	101	0.4	-25	-3
O=c1cc(CN2CCN(c3ccccc3F)CC2)c2cc(O)c(-c3ccccc3)cc2o1	99	99	6	94	97	100	7	100	0.7	18	18
O=C(CCCNC(=O)/C(=C\c1ccc(F)cc1)NC(=O)c1ccccc1)OCc1ccccc1	101	99	14	100	99	102	22	102	1.7	nt	-6
Cc1cc(C)n(CCN(C)C(=O)CCc2nnc(-c3ccc4c(c3)OCO4)o2)n1	101	98	10	99	94	100	4	97	0.1	-7	8
CC(=O)NC(=S)Nc1ccc(NC(=O)COc2ccc(Cl)cc2)cc1	96	98	3	97	97	97	8	96	0.6	nt	15
CCc1ccc(C(=O)NC(C(=O)NCC2CCCO2)C(C)C)cc1 (stereo unspecified)	94	94	8	98	96	99	6	95	0.9	nt	1
CN1CC(=O)N(CC(=O)Nc2ccc(N(C)C)cc2)c2ccccc2C1=O	102	105	35	109	103	110	2	104	0.7	-7	-7
CC1CCN(C2(O)C(=O)Nc3ccc([N+](=O)[O-])cc32)CC1 (stereo unspecified)	96	96	11	95	94	94	5	97	0.6	-2	nt
COc1ccc(N(CC(=O)NCCSCc2ccco2)S(=O)(=O)c2ccc(C)cc2)cc1	103	98	9	97	95	97	4	96	3.4	2	4
CC(C)C(=O)OC1CCS(=O)(=O)c2sccc21 (stereo unspecified)	101	97	9	100	98	98	4	99	2.3	-7	1
c1ccc2oc(-c3ccc(Nc4nc(N5CCCC5)nc(N5CCOCC5)n4)cc3)nc2c1	94	92	2	94	91	92	-2	92	-0.9	nt	4
CCOC(=O)C1CCN(Cc2ccc(O)c(OC)c2)CC1	100	102	31	106	100	105	0	99	0.1	-2	10
CCOC(=O)CSc1nc2ccccc2c(=O)n1CC1CCCO1 (stereo unspecified)	101	99	4	99	100	100	18	99	1.1	nt	20
CC(C)CN1C(=O)NC(NC(=O)c2cccnc2)(C(F)(F)F)C1=O (stereo unspecified)	100	101	13	101	99	105	-4	103	0.0	nt	18
Cc1ccc(-c2cc(C(=O)N/N=C/c3c[nH]c4ccccc34)n[nH]2)o1	101	100	9	100	99	103	-7	99	-1.7	nt	34
C=CCn1c(SCc2c(C(=O)OC)sc(N)c2C(=O)OC)nnc1-c1ccc(Cl)cc1	100	100	12	99	99	105	51	97	0.3	nt	12
O=C1Nc2ccccc2N(O)N1c1ccc(S(=O)(=O)N2CCOCC2)cc1	95	100	1	100	99	103	2	99	1.0	6	13
CN1C(=O)C2(C(C#N)=C(N)N(c3cc(Cl)cc(Cl)c3)C3=C2C(=O)CC(C)(C)C3)c2ccccc21 (stereo unspecified)	97	94	37	91	92	90	1	92	0.2	nt	-13
CCS(=O)(=O)NCCc1csc(-c2cccnc2)n1	98	103	21	105	99	109	-1	103	-0.2	nt	0
Cc1cc(=O)oc2cc(OCC(=O)OCC(=O)Nc3ccc(C(C)C)cc3)ccc12	94	94	2	97	97	103	4	95	6.8	nt	26
O=C(c1cc2ccc([N+](=O)[O-])cc2oc1=O)N1CCOCC1	97	99	8	97	97	103	4	96	0.5	1	5
SMILES	Rab7 wt modul	HRas wt GTP bind	Avidin fluor	Cdc42 wt	Rac1 act GTP bind	Rac1 wt modul	ABCG2 inh	Rab2 wt GTP	ABCB1 inh	Pf gamet viab	Mcl1-Noxa inh
O=[N+]([O-])c1ncccc1Oc1nc(-c2cccnc2)nc2ccccc12	93	91	10	88	94	91	34	91	2.8	-14	30
COC(=O)CNC(=O)C12CC3CC(C1)CC(c1ccc(C)cc1)(C3)C2	97	97	9	99	99	99	2	95	0.0	nt	9
CNC(=O)c1sc(-c2ccccc2)nc1C	99	101	7	100	100	103	1	99	0.1	nt	4
COC(=O)c1sccc1NC(=O)C1CCCCC1C(=O)O (stereo unspecified)	97	96	2	94	93	100	8	95	9.2	4	14
CCN(CC)S(=O)(=O)c1ccc(F)cc1	99	100	23	102	99	106	0	101	0.4	13	3
O=C(NNC(=O)c1cc(-c2cccnc2)nc2ccccc12)Nc1ccc(Cl)cc1	90	92	9	89	96	98	5	91	-0.9	-17	12
OCCN(Cc1ccccc1)Cc1ccc(Cl)cc1Cl	97	101	16	101	99	100	4	100	0.3	nt	7
CC(Oc1ccc(Cl)cc1)c1ccnn1S(=O)(=O)c1ccccc1 (stereo unspecified)	95	98	33	100	99	99	4	97	0.8	nt	-9
CSc1ccccc1C(=O)Nc1nc2ccccc2[nH]1	105	98	25	100	97	97	5	98	1.2	-1	6
CCCCOc1c(Br)cc(/C=N/O)cc1OCC	97	98	22	98	95	97	0	97	0.1	nt	13
CCC(=O)c1ccc(OCC(=O)O)c(OC)c1	96	100	12	105	104	122*[activator]	-1	101	0.4	-1	2
CCOC(=O)c1[nH]c2ccccc2c1NC(=S)Nc1cccc(C)c1C	100	100	nt	101	99	106	7	100	0.6	nt	6
CCOC(=O)c1cc(-c2ccccc2)n(CCC(=O)NC(C)CC)c1C (stereo unspecified)	96	100	7	98	101	103	11	101	1.2	nt	11
COc1ccc(-n2c(-c3ccc(Br)cc3)c[n+]3c2SC(C)C3)cc1 (stereo unspecified)	106	100	25	96	97	98	1	99	-0.3	6	8
COc1ccc(CNC(=O)C/C(C)=N/NC(=O)COc2cccc(C)c2)cc1	97	97	3	96	95	98	4	96	0.9	-14	6
O=C(NNC(=S)NCC1CCCO1)c1ccc(S(=O)(=O)N2CCOCC2)cc1 (stereo unspecified)	106	102	10	98	98	101	0	99	0.4	12	10
CCOc1cc(/C=N/NC(=O)COc2ccc(Cl)cc2)ccc1OS(=O)(=O)c1ccccc1	101	102	11	102	99	106	1	102	0.1	nt	-3
O=C(COc1ccccc1)NC1CCS(=O)(=O)C1 (stereo unspecified)	108	99	21	96	100	104	1	96	0.3	18	7
COc1ccc(CNC(=O)C2CCCN(S(=O)(=O)c3c(C)nn(C)c3C)C2)cc1 (stereo unspecified)	100	103	6	107	102	108	-3	102	-1.5	nt	-6
CCOc1ccc(/C=C(/NC(=O)c2ccccc2)C(=O)NCCC(=O)O)cc1	107	100	9	97	95	99	0	100	-0.1	nt	2
CS(=O)(=O)Nc1ccc(S(=O)(=O)N2CCOCC2)cc1	105	105	10	104	101	104	1	104	0.2	nt	-14
COc1[nH]c(/N=C/c2ccccc2)c(C#N)c1C#N	97	99	6	98	99	102	0	97	-0.2	0	37
CCOc1cccc(NC(=O)C(Cc2cccs2)c2nn[nH]n2)c1 (stereo unspecified)	98	102	25	105	98	106	-4	99	0.1	-95	1
COc1cc(CNc2ncn[nH]2)ccc1OCc1ccccc1C	102	97	11	95	94	100	4	99	0.7	-30	-6
O=C(CCN1C(=O)C2C3C=CC(C3)C2C1=O)N1CCN(c2ccc(F)cc2)CC1 (stereo unspecified)	100	101	28	100	99	104	1	100	0.0	1	4
O=C(CSc1ccc(Br)cc1)NCC1CCCO1 (stereo unspecified)	101	96	18	94	95	100	5	98	1.1	11	-9
COc1ccc(C2CC(c3ccccc3)n3nnnc3N2)cc1 (stereo unspecified)	103	100	1	102	98	102	4	101	0.9	nt	-12
CCN(CC)C(=O)C(C)N(C#N)c1nc(C)cc(C)n1 (stereo unspecified)	102	103	10	106	101	107	2	102	0.5	nt	10

By substructure, the entries above containing an NH in an aromatic ring.
SMILES	Rab7 wt modul	HRas wt GTP bind	Avidin fluor	Cdc42 wt	Rac1 act GTP bind	Rac1 wt modul	ABCG2 inh	Rab2 wt GTP	ABCB1 inh	Pf gamet viab	Mcl1-Noxa inh
Cc1ccc(-c2cc(C(=O)N/N=C/c3c[nH]c4ccccc34)n[nH]2)o1	101	100	9	100	99	103	-7	99	-1.7	nt	34
CSc1ccccc1C(=O)Nc1nc2ccccc2[nH]1	105	98	25	100	97	97	5	98	1.2	-1	6
CCOC(=O)c1[nH]c2ccccc2c1NC(=S)Nc1cccc(C)c1C	100	100	nt	101	99	106	7	100	0.6	nt	6
COc1[nH]c(/N=C/c2ccccc2)c(C#N)c1C#N	97	99	6	98	99	102	0	97	-0.2	0	37
CCOc1cccc(NC(=O)C(Cc2cccs2)c2nn[nH]n2)c1 (stereo unspecified)	98	102	25	105	98	106	-4	99	0.1	-95	1
COc1cc(CNc2ncn[nH]2)ccc1OCc1ccccc1C	102	97	11	95	94	100	4	99	0.7	-30	-6
